# Screening results from PubChem BioAssay.
# FBPA coupling cs = coupling enzyme interference in Giardia aldolase counter-screen; activity change, negative = inhibition, % at 58.2 µM, hits read low; coupling enzyme system counterscreen, AmpLite Red fluorescence; AID 2472; actives 0.67% (n = 290,000); in the data active means activity change below about -30%
#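 Coupling enzymes only (glyceraldehyde-3-phosphate) + compound, at 57.5 uM final, 10 min RT; add substrate/coupling/AmpLite Red mix, 20 min RT; fluorescence ex 525/em 598 nm. Actives flag coupling-system interference.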
# GALK inhibitor = blocks human galactokinase activity; P51570; Purified GALK, Kinase-Glo residual ATP luminescence; actives 0.007% (n = 270,000); Potency, µM (series often up to 57.5 µM), for inactives: at the highest dose activity change, negative = inhibition, hits mostly inhibitors; further: potency means the concentration at half of the fitted maximal effect
#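 Quantitative HTS: GALK 5 nM, ATP 35 uM, galactose 100 uM, 1 h room temperature, then luciferase-based ATP detection.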
# KCNH2 3.1 block = KCNH2 3.1 (human) potassium channel inhibition; U2OS KCNH2 3.1, thallium flux FluxOr; stronger effect = lower value; activity change, % (tested at about 1.8 µM); actives 0.95% (n = 340,000); AID 720553;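 active means maximum activity change below -70%; inconclusive means maximum activity change from -70% to -50%; inactive means maximum activity change above -50%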;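 further: thallium influx rate constant from kinetic fluorescence after stimulation buffer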
#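 Thallium flux via FluxOr fluorescence (Red40 quencher, 45 min loading) in U2OS cells virally expressing the KCNH2 3.1 isoform (1.77 x 10^8 /mL virus, overnight at 37 C). Rate constants from 2-min kinetic reads post-stimulation, normalised to positive and negative controls.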
# USP2a block = inhibitors of human ubiquitin-specific protease USP2a. O75604. USP2 core, Ub-CHOP2 coupled fluorogenic reporter, 485/531. Potency, µM (titrated, usually from 38.3 µM), for the others: at the highest dose activity change, negative = inhibition, most hits filed as inhibitors. actives 0.01% (n = 330,000). AID 463254;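 further: potency means the concentration at half of the fitted maximal effect; plate controls were DMSO wells for no effect and full inhibition by NEM control for full effect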
#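 Cell-free coupled assay: 10nM USP2 core preincubated 30min RT with compound in Tris-HCl pH 8.0/CaCl2/CHAPS buffer, then 25nM Ub-CHOP2 and 25nM reporter substrate; fluorescence (Ex 485/Em 531) read after 60min RT, normalized to NEM inhibition, concentration-response curves fitted.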
# Giardia killer = kills Giardia lamblia; Giardia lamblia trophozoite viability; activity change, % at 7.66 µM, hits read low; actives 0.15% (n = 340,000); in the data active means activity change below about -80%; inconclusive means between about -30% and that limit;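 further: parasites exposed to compound for two days anaerobically before the ATP read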
#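 Giardia lamblia trophozoites (100 cells/well) were incubated with compounds for 48 h at 37 deg C under anaerobic conditions. Viability was read as ATP content by one-step luminescence after 15-30 min at room temperature.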
# BCR signal inh = blocks chronic active B-cell receptor signaling; actives 0.05% (n = 340,000); ABC-DLBCL IkBa-CBG/CBR reporter, luminescence ratio, 4 h; Potency, µM (doses to about 46.1 µM), inactives show at the top dose ratio change, negative = lower green/red ratio, actives largely listed as inhibitors; AID 493014; active means well fitted inhibition curve with a large enough effect in the signal ratio, with a control signal flat, not every such curve was filed as active; inconclusive means small, poorly fitted or top-dose-only effect, or effect the other way, or a change in a side signal; the % refers to the signal ratio;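 further: potency means the concentration at half of the fitted maximal effect; plate controls were basal doxycycline-induced cells for no effect and cells given 10 µM MG132 for full effect; MG132 reads +100%, hits lower the ratio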
#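 TMD8 ABC-DLBCL cells carrying doxycycline-inducible green luciferase fused to IkappaBalpha plus unfused red luciferase were exposed to compounds (up to 46 uM) for 4 hrs at 37C. Activity came from the overlap-corrected green/red luminescence ratio.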
# B2AR arrestin = recruits beta-arrestin to the human beta2-adrenergic receptor | AID 492947 | actives 0.02% (n = 330,000) | P07550 | beta-arrestin recruitment to beta2AR, cell-based reporter | Potency, µM (highest dose often 46.1 µM), for the others: at the top dose activation, hits mostly activators;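 further: potency means the concentration at half of the fitted maximal effect; 0% = DMSO controls and full agonism = EC100 isoproterenol or metaproterenol; nearly all actives have a fitted effect of over 65% in size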
# Eya2 phos inh = blocks the phosphatase activity of human Eya2 | actives 0.006% (n = 330,000) | recombinant Eya2, OMFP fluorescence dephosphorylation (OMFP is methylfluorescein phosphate) | AID 488837 | Potency, µM (series often up to 76.9 µM), without a hit: at the top dose activity, negative = inhibition, most hits filed as inhibitors; further: potency means the concentration at half of the fitted maximal effect
#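 Eya2 (0.2 uM) preincubated 10 min at ambient with compound, then OMFP substrate added at 50 uM; 10 min reaction in 50 mM HEPES pH 7.5, 50 mM NaCl, 5 uM MgCl2, 0.05% BSA, 1 mM DTT. Fluorescence read at Ex 485/Em 525 nm.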
# hERG WT inh = blocks the wildtype human KCNH2 potassium channel; U2OS, BacMam KCNH2, thallium flux FluxOr; stronger effect = lower value; activity change, % at 1.84 µM; actives 0.37% (n = 340,000);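 active means maximum activity change below -70%; inconclusive means maximum activity change between -70% and -50%; inactive means maximum activity change above -50%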
# Target sequence (Q12809 whole entry, looked up): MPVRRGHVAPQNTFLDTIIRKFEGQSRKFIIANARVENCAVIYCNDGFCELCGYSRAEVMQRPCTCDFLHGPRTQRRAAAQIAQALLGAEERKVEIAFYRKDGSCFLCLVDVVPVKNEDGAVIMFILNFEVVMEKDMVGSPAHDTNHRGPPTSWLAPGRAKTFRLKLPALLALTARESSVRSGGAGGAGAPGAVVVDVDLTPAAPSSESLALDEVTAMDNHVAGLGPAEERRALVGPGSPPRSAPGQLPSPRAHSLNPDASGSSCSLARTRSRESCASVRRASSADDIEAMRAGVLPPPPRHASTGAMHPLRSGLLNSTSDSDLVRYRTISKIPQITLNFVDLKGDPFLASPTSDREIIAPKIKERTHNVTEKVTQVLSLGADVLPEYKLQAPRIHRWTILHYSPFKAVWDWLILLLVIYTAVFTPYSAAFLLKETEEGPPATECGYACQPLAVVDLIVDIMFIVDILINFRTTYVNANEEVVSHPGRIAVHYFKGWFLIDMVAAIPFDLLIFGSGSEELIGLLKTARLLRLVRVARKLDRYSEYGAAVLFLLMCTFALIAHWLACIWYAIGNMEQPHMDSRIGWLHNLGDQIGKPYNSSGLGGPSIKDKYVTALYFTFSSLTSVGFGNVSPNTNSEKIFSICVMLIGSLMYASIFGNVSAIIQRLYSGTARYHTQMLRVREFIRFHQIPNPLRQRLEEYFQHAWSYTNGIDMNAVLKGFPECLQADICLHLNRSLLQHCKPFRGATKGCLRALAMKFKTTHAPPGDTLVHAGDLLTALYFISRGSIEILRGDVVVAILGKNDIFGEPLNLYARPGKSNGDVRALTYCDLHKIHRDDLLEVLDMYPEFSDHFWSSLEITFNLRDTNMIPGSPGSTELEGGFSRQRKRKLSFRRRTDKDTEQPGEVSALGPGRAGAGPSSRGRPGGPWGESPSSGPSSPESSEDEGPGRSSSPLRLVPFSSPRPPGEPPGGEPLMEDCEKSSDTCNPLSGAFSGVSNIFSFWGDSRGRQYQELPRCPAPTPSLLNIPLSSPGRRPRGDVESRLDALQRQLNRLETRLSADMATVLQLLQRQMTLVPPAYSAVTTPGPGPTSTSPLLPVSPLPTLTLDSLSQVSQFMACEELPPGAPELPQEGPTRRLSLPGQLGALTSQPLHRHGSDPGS
#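 U2OS cells transduced with wild-type KCNH2 virus are loaded with FluxOr dye for 45 min, and thallium flux is measured in kinetic reads before and after stimulation buffer. Rate constants are normalized to DMSO controls.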
# PKM2 activator = PKM2 (human) enzyme activation; purified PKM2, Kinase-Glo ATP luminescence, activation; response scale: 0% is enzyme alone, no compound; Potency, µM (titrated, usually from 57.5 µM), without a hit: at the top dose activation, actives largely listed as activators; actives 0.34% (n = 260,000); AID 1631; further: potency means the concentration at half of the fitted maximal effect; nearly all actives have a fitted effect of over 55% in size
#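 Purified hPK-M2 (>95%) run at intermediate activity with 0.1 mM ADP and 0.5 mM PEP in 50 mM imidazole pH 7.2, KCl, MgCl2; 1 h room temperature. ATP formed read by Kinase-Glo luminescence; normalized to uninhibited and no-enzyme controls.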
# uPA surface inh = cell surface uPA generation inhibition; cell surface uPA generation assay, qHTS; Potency, µM (doses to about 38.3 µM), for inactives: at the top dose activity change, negative = inhibition, actives largely listed as inhibitors; actives 0.31% (n = 330,000); AID 540303; active means well fitted inhibition curve with a large enough effect; inconclusive means small, poorly fitted or top-dose-only effect; inactive means no such curve, though single readings can be large or run the other way; tested in mouse RAW 264.7 cells; further: potency means the concentration at half of the fitted maximal effect; nearly all actives have a fitted effect of over 55% in size
# * hit, by the source's call; ? = inconclusive; · = not tested or not shown; & = joins results of further samples; [ ] = another dose, or the depositor's remark. Unless noted, the call rests on the fitted dose curve; in most records, active means well fitted curve in the direction sought with a large enough effect; inconclusive means small, poorly fitted or top-dose-only effect, or another doubt; inactive means no such curve, though single readings can be large; an effect the other way counts as inactive or inconclusive. Unless noted, on the % scale 0 is the no-effect control and ±100 the full control effect.
SMILES,FBPA coupling cs,GALK inhibitor,KCNH2 3.1 block,USP2a block,Giardia killer,BCR signal inh,B2AR arrestin,Eya2 phos inh,hERG WT inh,PKM2 activator,uPA surface inh
COC(=O)C1=C(c2ccc(F)cc2OCc2ccccc2)C[C@@H]2CC[C@H]1N2C(=O)NCc1ccco1,·,·,·,-7%,-10,?,-1.0%,-6%,·,·,-20%
N#Cc1ccccc1Cn1cc(C(=O)c2ccco2)c2ccccc21,2,-1%,-4,5%,16,12%,0.0%,2%,8,-1%,-4%
CNC(=O)Oc1ccc(N(C)C)cc1C(C)C,-23,1%,1,7%,4,0%,0.1%,6%,-4,-17%,4%
c1ccc(CCN2CCC(N3CCN(c4ccccc4)CC3)CC2)cc1,-4,-4%,-21,-1%,6,2%,0.2%,-7%,73,-6%,·
CCN(CC)c1ccc(/C=C/[N+](=O)[O-])cc1,-1,0%,?,1%,-15,-11%,-0.1%,14%,-31,-11%,-18%
CCOC(=O)c1c(C)n(C(C)C)c2ccc(OC)cc12,-2,·,27,0%,-1,1%,0.3%,7%,15,-1%,-4%
CCOc1cccc(/C=N/NC(=O)c2ccc3c(c2)OCCO3)c1O,·,5%,-1,0%,-2,?,0.0%,1%,3,·,0%
CCN(CC)C(=O)c1ccc(NC(=O)c2ccc(-c3nn(C)c(=O)c4ccccc34)cc2)cc1,0,1%,-13,0%,17,5%,-0.7%,7%,3,-2%,5%
CC(C)[N+](C)(CCC(C(N)=O)(c1ccccc1)c1ccccc1)C(C)C,5&5&1,-1%,5,7%,-15,?,-0.2%,-10%,-5,-2%,-7%
Cc1cc(OCC(=O)NCc2cccnc2)c2c3c(c(=O)oc2c1)CCCC3,·,-5%,1,3%,2,-1%,0.1%,-1%,14,·,6%
Cc1cc(OCC(=O)Nc2c(C)n(C)n(-c3ccccc3)c2=O)c2c3c(c(=O)oc2c1)CCC3,0,8%,·,0%,·,0%,-0.1%,12%,·,-2%,·
COc1cccc(CN2CCN(Cc3cccc(F)c3)CC2)c1,-2,3%,21,0%,8,6%,-1.2%,-10%,-2,-3%,5%
Cc1ccccc1CN1CCN(c2ccc(Cl)cc2)CC1,0,2%,-6,1%,13,?,-0.8%,-5%,7,3%,-4%
CN1CCCN(C(=O)COc2ccc(F)cc2Cl)CC1,·,2%,12,0%,-15,-5%,-0.6%,-20%,1,1%,0%
CN(C)c1ccc(/C=C2\CC3C4CC=C5CC(O)CCC5(C)C4CCC3(C)C2=O)cc1 (centres undefined),1,-1%,2,5%,-25,-6%,-1.0%,1%,26,5%,20%
COc1ccc(Oc2cc(NC(=O)c3nn(C)cc3[N+](=O)[O-])cc([N+](=O)[O-])c2)cc1,0,1%,4,4%,-27,?,-1.0%,-26%,-1,4%,-2%
CCOc1ccc(-n2c(CC)nc3ccccc3c2=O)cc1,3,0%,-11,4%,9,4%,-0.3%,-3%,-1,2%,13%
C1=C(c2c[nH]c3ccccc23)CCN(Cc2ccccc2)C1,0,0%,8,12%,12,4%,-0.3%,0%,13,5%,?
COc1cc(C(CN)CC(=O)O)ccc1O (centres undefined),0,·,4,-1%,26,1%,-0.5%,6%,0,-8%,18%
Cc1ccc(S(=O)(=O)N2CCCC(C(=O)N3CCC4(CC3)OCCO4)C2)cc1 (centres undefined),4,-1%,-26,-1%,-4,-2%,0.2%,-9%,3,-2%,·
NC(N)=N/N=C/c1ccc(N2CCOCC2)cc1,3,-1%,-4,2%,2,?,0.5%,-16%,·,11%,7.9µM*
O=C(O)c1ccccc1N=Nc1c(O)[nH]c(=O)[nH]c1=O,-5,-2%,7,2%,?,-15%,0.3%,5%,·,0%,2%
Cc1c2cnn(CC(=O)N3CCC4(CC3)OCCO4)c(=O)c2c(C)n1Cc1ccc(F)cc1,5,0%,35,3%,44[activator],-2%,-0.6%,-2%,7,-2%,-5%
Cc1ccc(Cn2nc(C(=O)Nc3ccc(Br)cc3)cc2C)cc1,1,-4%,-7,5%,32[activator],?,-0.9%,0%,-8,·,-8%
O=C1CCCN1c1ccc(S(=O)(=O)O)cc1 (tested in a mixture with another compound),1,1%,0,5%,10,-1%,-2.0%,-3%,-12,1%,4%

# Continued.
SMILES,FBPA coupling cs,GALK inhibitor,KCNH2 3.1 block,USP2a block,Giardia killer,BCR signal inh,B2AR arrestin,Eya2 phos inh,hERG WT inh,PKM2 activator,uPA surface inh
O=C(N/N=C/c1cn(-c2ccccc2)nc1-c1cccs1)c1ccc(Cl)cc1,0,3%,-42,-1%,35[activator],?,0.0%,6%,1,-6%,?
CC1(C)CC(n2[nH]c(=O)c3c2NC(=O)CSC3c2ccccc2)CCO1 (centres undefined),0,-1%,-3,0%,12,2%,0.2%,22%,7,1%,1%
C=CC[C@@H](CC(=O)N(CCO)Cc1ccccc1)C(=O)N[C@@H](COC(=O)[C@@H](CC=C)Cc1ccc(F)cc1)Cc1c[nH]c2ccccc12,·,·,-19,-2%,9,?,-0.3%,-12%,22,·,-17%
CC(=O)Nc1ccc(N=Cc2c(O)n(Cc3ccco3)c(=O)[nH]c2=O)cc1,4,·,0,1%,-6,?,-0.5%,6%,-5,?,0%
COc1cc2c3cc1Oc1cc(ccc1O)C[C@@H]1c4c(cc(OC)c(O)c4Oc4cccc(c4)C[C@@H]3N(C)CC2)CC[N+]1(C)C,·,·,7,1%,-12,1%,0.1%,6%,25,·,17%
O=C(N/N=C/c1c(O)n(-c2ccccc2)c(=O)[nH]c1=O)c1ccncc1,1,1%,-3,-1%,14,1%,-1.3%,1%,-16,2%,-1%
Cc1ccccc1CCNCc1cc2cccc(C)c2[nH]c1=O,3,0%,-10,1%,?,-6%,-0.8%,1%,15,1%,10%
CC(=O)N1N=C2C3CCN(CC3)C2C1c1ccc(F)cc1 (centres undefined),2,1%,1,0%,-3,3%,-0.3%,-7%,11,3%,-1%
O=C1/C(=C\c2ccc([N+](=O)[O-])cc2)N2CCC1CC2,3,0%,19,4%,13,-15%,3.0%,5%,2,6%,-4%
CC(C)(C)N(NC(=O)c1ccccc1)C(=O)c1ccccc1,-2,1%,-12,0%,-15,-5%,-0.2%,-3%,26,-1%,8%
CN(C)c1nc(OCCNC(=O)COc2ccc(Cl)cc2Cl)nc(N2CCCCC2)n1,5,-4%,-13,-5%,0,-2%,-0.3%,-3%,4,1%,·
O=[As](O)(O)c1ccc(N=Nc2ccc(O)cc2)cc1,-1,-5%,11,2%,4,?,-0.9%,-7%,7,-8%,-14%
CCn1nc(/C=C/c2ccccc2)nc2c(=O)n(C)c(=O)nc1-2,1,5%,18,-1%,-94*,?,0.0%,-1%,-3,2%,-17%
COCCN1C(=O)NC(=O)/C(=C\c2ccc(F)cc2)C1=O,0,10%,9,0%,1,?,0.1%,15%,12,0%,12%
Cc1ccc(NC(=O)c2cc(-c3ccccc3)n(CCCN3CCOCC3)c2C)cc1,5,1%,-15,-1%,-12,-2%,-0.9%,-6%,7,2%,-2%
CC(C1CC2CCC1C2)n1c(-c2cccs2)n[nH]c1=S (centres undefined),-10,-2%,-35,6%,4,?,-1.5%,7%,2,5%,1%
COc1ccc2c(c1OC)C(=O)OC2c1c(O)n(C2CCCCC2)c(=O)[nH]c1=O (centres undefined),4,1%,9,3%,6,0%,0.2%,-10%,14,-1%,5%
Cc1cccc(NC(=O)c2cccc(N3C(=O)C4C5C=CC(C6CC56)C4C3=O)c2)c1 (centres undefined),3,2%,-6,0%,-2,?,-1.1%,4%,10,-1%,-6%
CCCCNS(=O)(=O)c1ccc(OCC(=O)N2CCN(Cc3ccc4c(c3)OCO4)CC2)cc1,·,-10%,-19,3%,34[activator],?,-0.2%,-6%,0,0%,-28%
O=C(Nc1cccc(OC(=O)N2CCCCC2)c1)N1CCOCC1,-2,-2%,-8,-2%,-22,-4%,-0.4%,-8%,2,-20%,-4%
Fc1ccc2c(c1)nnn2C1CCN(Cc2nnnn2CCc2ccccc2)CC1,-6,4%,-1,0%,-14,1%,0.1%,18%,1,0%,3%
CCN1C(=O)C(=Cc2cc(C)n(C3CC3)c2C)C(=O)N(CC)C1=S,-1,1%,0,8%,-9,6%,-0.2%,10%,-9,-3%,-4%
COC(=O)C1=C(c2ccc(OCc3ccccc3)cc2)C[C@@H]2CC[C@H]1N2C(=O)NCc1ccc([N+](=O)[O-])cc1,·,·,·,0%,23,2%,-0.2%,-10%,·,·,12%
CCOc1cc(CN2CCN(C(=O)Cc3ccccc3)CC2)ccc1OC,-1,5%,9,1%,31[activator],-2%,1.2%,8%,-1,1%,9%

# Only part of the results is shown. The share of hits here may be higher or lower than overall.
